Assay outcomes from PubChem.
MLL CXXC-DNA inh: inhibitors of human MLL CXXC domain-DNA interaction. Q03164. MLL-CXXC / FITC-HOXA9 DNA fluorescence polarization. 0.037% of 290,000 active. Potency, µM (doses to about 115 µM), for the others: at the highest dose activity change, negative = inhibition, actives largely listed as inhibitors; active = well fitted inhibition curve with a large enough effect in the polarisation, with a control signal flat, not every such curve was filed as active; inconclusive = small, poorly fitted or top-dose-only effect, or effect the other way, or a change in a side signal; inactive = no such curve, though single readings can be large or run the other way; the % refers to the polarisation; also: potency is read from the fitted curve at half-maximal effect
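Steps: dispense CXXC domain solution (7 uM) → pin compounds or unlabeled HOX-A9 DNA control → 5 min ambient → add FLSN-HOX-A9 solution (50 nM) → spin → 30 min ambient → fluorescence polarization. Tris pH 7.5/NaCl/DTT/BSA buffer.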
MBNL1 CUG block: MBNL1-poly(CUG) RNA binding inhibition. Potency, µM (highest dose often 57.5 µM), for the others: at the top dose activity change, negative = inhibition, actives largely listed as inhibitors. 0.036% of 280,000 active. Q9NR56. TR-FRET MBNL1-His/biotin-(CUG)12 binding, 665/545 ratio. AID 2675; active = well fitted inhibition curve with a large enough effect in the signal ratio, with a control signal flat, not every such curve was filed as active; inconclusive = small, poorly fitted or top-dose-only effect, or effect the other way, or a change in a side signal; inactive = no such curve, though single readings can be large or run the other way; the % refers to the signal ratio; also: potency is read from the fitted curve at half-maximal effect; % is scaled to controls: 0 for no effect and ±100 for the full control effect
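TR-FRET between His-tagged MBNL1 and biotin-(CUG)12 RNA, detected with Tb anti-His antibody (0.055 ng/ul) and streptavidin-XL665 (5 nM), 60 min at room temperature. Compounds titrated 92 nM to 58 uM; 665/545 nm ratio normalized to buffer and complex controls.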
KCNH2 3.1 block: inhibitors of human KCNH2 3.1 potassium channel isoform; 0.95% of 340,000 active; U2OS KCNH2 3.1, thallium flux FluxOr; stronger effect = lower value; activity change, % (tested at about 1.8 µM);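 active = maximum activity change below -70%; inconclusive = maximum activity change from -70% to -50%; inactive = maximum activity change above -50%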;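 also: thallium influx rate constant from kinetic fluorescence after stimulation buffer; % is scaled to controls: 0 for no effect and ±100 for the full control effect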
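Thallium flux via FluxOr fluorescence (Red40 quencher, 45 min loading) in U2OS cells virally expressing the KCNH2 3.1 isoform (1.77 x 10^8 /mL virus, overnight at 37 C). Rate constants from 2-min kinetic reads post-stimulation, normalised to positive and negative controls.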
ASM inhibitor: inhibitors of human secretory acid sphingomyelinase; P17405; placental ASM, HMU-PC fluorogenic substrate, 60 min; Potency, µM (titrated, usually from 57.5 µM), for inactives: top-dose activity change, negative = inhibition, hits mostly inhibitors; 0.006% of 340,000 active; AID 504937; also: potency is read from the fitted curve at half-maximal effect
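Steps: dispense placental human ASM, pin compound, wait 10 min at room temperature, add HMU-PC0 substrate at 9 uM final, incubate 60 min at 37 °C, add stop solution raising pH to 10, read fluorescence.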
A-T KAP1 phos: potential ataxia-telangiectasia treatment. 0.19% of 320,000 active. Potency, µM (titrated, usually from 57.5 µM), for inactives: at the highest dose activation, usual class: activators. AID 485349. […] A-T fibroblasts, KAP-1 phosphorylation AlphaLISA; neocarzinostatin DNA damage 30 min before lysis; also: potency is read from the fitted curve at half-maximal effect; % of control where 0% means no effect; nearly all actives have a fitted effect of over 45% in size
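ATM-like activity read as KAP-1 phosphorylation via AlphaLISA donor/acceptor antibody pairs after lysis and 6 hr at 25C. Cells were ATM-null patient fibroblasts ([…], hTERT), dosed 60 min, then exposed to the DSB inducer NCS for 30 min.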
Integrin act MD: activators of alpha7 integrin expression for muscular dystrophy; alpha7betagal myoblasts, beta-gal FDG fluorescence, 48 h; Potency, µM (titrated, usually from 38.3 µM), inactives show top-dose activation, actives largely listed as activators; 0.064% of 350,000 active;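 also: potency is read from the fitted curve at half-maximal effect; 100% = response of the positive control SU9516; nearly all actives have a fitted effect of over 60% in size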
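Alpha7betagal+/- myoblasts (passage 13) were plated 16-24 hr, then exposed to compounds (1:260 dilution of DMSO stock) for 48 hours at 37C. After MPER lysis, β-galactosidase reporter activity was read as FDG fluorescence (ex 480/em 540) after 30 minutes.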
Coupling enz: coupling enzyme interference in Giardia aldolase counter-screen | coupling enzyme system counterscreen, AmpLite Red fluorescence | 0.67% of 290,000 active | activity change, negative = inhibition, % at 58.2 µM, hits read low | AID 2472; in the data active = activity change below about -30%; also: % is scaled to controls: 0 for no effect and ±100 for the full control effect
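Activity here indicates interference with the coupling reaction, not aldolase inhibition. Compounds at 57.5 uM final met coupling enzymes for 10 min at RT; substrate and AmpLite Red detection followed, with a 525/598 nm fluorescence read after 20 min.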
hERG WT inh: KCNH2 (human, wildtype) channel inhibition; Q12809; U2OS, BacMam KCNH2, thallium flux FluxOr; stronger effect = lower value; activity change, % at 1.84 µM; 0.37% of 340,000 active;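 active = maximum activity change below -70%; inconclusive = maximum activity change between -70% and -50%; inactive = maximum activity change above -50%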; also: % is scaled to controls: 0 for no effect and ±100 for the full control effect
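U2OS cells transduced with wild-type KCNH2 virus are loaded with FluxOr dye for 45 min, and thallium flux is measured in kinetic reads before and after stimulation buffer. Rate constants are normalized to DMSO controls.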
TRPV1 ag: activates the human vanilloid receptor TRPV1; Q8NER1; TRPV1-expressing cells, Fluo-8 calcium influx, agonist mode; 0.19% of 320,000 active; activation, % at 8.33 µM; in the data active = activation above about 80%; inconclusive = between about 30% and that limit; also: 0% is about no effect
Target sequence (Q8NER1 whole entry, looked up): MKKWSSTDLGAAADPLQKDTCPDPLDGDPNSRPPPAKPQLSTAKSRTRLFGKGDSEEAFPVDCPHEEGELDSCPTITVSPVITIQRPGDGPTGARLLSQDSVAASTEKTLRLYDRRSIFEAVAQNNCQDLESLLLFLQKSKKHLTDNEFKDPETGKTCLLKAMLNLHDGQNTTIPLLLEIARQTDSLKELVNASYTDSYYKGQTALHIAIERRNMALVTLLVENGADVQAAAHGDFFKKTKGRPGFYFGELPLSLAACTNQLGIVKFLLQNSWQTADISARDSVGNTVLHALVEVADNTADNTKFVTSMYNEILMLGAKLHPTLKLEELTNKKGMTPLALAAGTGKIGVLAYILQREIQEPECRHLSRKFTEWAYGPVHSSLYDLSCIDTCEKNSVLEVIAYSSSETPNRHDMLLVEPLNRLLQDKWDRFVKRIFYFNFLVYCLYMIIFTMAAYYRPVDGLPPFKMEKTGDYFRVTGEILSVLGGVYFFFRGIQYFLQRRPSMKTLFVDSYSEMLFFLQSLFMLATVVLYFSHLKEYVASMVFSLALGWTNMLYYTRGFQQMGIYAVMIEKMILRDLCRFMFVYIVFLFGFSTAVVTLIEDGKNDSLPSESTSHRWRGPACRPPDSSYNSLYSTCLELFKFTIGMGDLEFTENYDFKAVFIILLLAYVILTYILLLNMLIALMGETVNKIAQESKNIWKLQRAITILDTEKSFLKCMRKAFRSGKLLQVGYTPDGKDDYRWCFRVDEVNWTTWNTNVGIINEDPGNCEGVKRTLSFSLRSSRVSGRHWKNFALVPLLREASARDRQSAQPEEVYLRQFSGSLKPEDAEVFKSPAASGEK
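TRPV1-expressing cells were cultured overnight at 35.5C and loaded with Fluo-8 calcium dye for 40 to 90 min at room temperature. After a 10 s baseline, compound was added and calcium influx was read kinetically for 3 min (ex 480/em 520 nm).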
GALK inhibitor: blocks human galactokinase activity. P51570. Purified GALK, Kinase-Glo residual ATP luminescence. Potency, µM (highest dose often 57.5 µM), inactives show top-dose activity change, negative = inhibition, usual class: inhibitors. 0.007% of 270,000 active. AID 1868; also: potency is read from the fitted curve at half-maximal effect; % is scaled to controls: 0 for no effect and ±100 for the full control effect
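Compounds were pin-transferred into ATP buffer (35 uM final), then GALK plus galactose (5 nM, 100 uM final) was added. After 1 h at room temperature, Kinase-Glo Plus was added and luminescence read after 10 min.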
Numbers without * were called inactive; ? = inconclusive; nt = not tested or not shown; ! = repeats disagree; [ ] = remark or other dose. Unless noted, calls follow the shape of the dose curve; as a rule, active = well fitted curve in the direction sought with a large enough effect; inconclusive = small, poorly fitted or top-dose-only effect, or another doubt; inactive = no such curve, though single readings can be large; an effect the other way counts as inactive or inconclusive.

SMILES	MLL CXXC-DNA inh	MBNL1 CUG block	KCNH2 3.1 block	ASM inhibitor	A-T KAP1 phos	Integrin act MD	Coupling enz	hERG WT inh	TRPV1 ag	GALK inhibitor
CCn1c(COc2ccc3c(c2)CCCC3)nnc1SCC(=O)Nc1nccs1	36%[activator]	-1%	-13	0%	-8%	-7%	4	-17	-4	2%
Cc1nc(C(C)NC(=O)CCc2nnc(-c3ccsc3)o2)cs1 (stereo not given)	0%	-2%	-5	0%	-2%	-9%	1	-15	0	10%
O=C(CSc1nnc(C2CCCCC2)o1)Nc1ccccc1Cl	6%	-2%	-4	-7%	7%	?	2	6	16	-2%
C=CCOc1cccc(C2C(C(=O)c3ccco3)=C(O)C(=O)N2Cc2cccnc2)c1 (stereo not given)	-16%	10%	7	-2%	3%	5%	6	12	3	1%
Cc1cc(C(=O)NCC(c2ccco2)N2CCCC2)c2ccccc2n1 (stereo not given)	nt	nt	3	-1%	-8%	-20%	nt	24	0	nt
COc1ccc(CNC(=O)C(=O)NCCC2CCCCN2S(=O)(=O)c2cccs2)cc1 (stereo not given)	nt	nt	-15	-1%	9%	0%	nt	3	?	nt
O=C(NCCCn1ccnc1)C(=O)NCc1ccc(Cl)cc1	-6%	-4%	-6	2%	-1%	-9%	-3	13	-1	0%
CC(C)c1cc(C(C)C)n2nc(N)nc2n1	8%	5%	-7	0%	17%	-6%	-2	1	8	4%
Cc1nn(CC(=O)NC(=O)NC2CCCC(C)C2C)c(=O)c(C#N)c1C (stereo not given)	nt	nt	-21	0%	1%	3%	nt	-2	-1	nt
COc1ccc(C)cc1S(=O)(=O)N1CCN(S(=O)(=O)c2cc(C(=O)O)ccc2C)CC1	-3%	-3%	-11	3%	-4%	11%	2	4	1	0%
Cc1cccc(NC(=O)COc2ccc(/C=N\n3cnnc3)cc2)c1	-4%	-11%[11.5 µM]	12	6%	-1%	3%	2	-9	9	nt
COCCNC(=O)CN1CCN(S(=O)(=O)c2ccc3c(c2)CCCC3)CC1	nt	nt	8	2%	4%	13%	nt	4	0	nt
CC(=O)Nc1ccc(/C=N/N2CCCCC2)cc1	17%	7%	-3	-2%	-1%	0%	-1	-7	1	5%
Cc1ccc(CNC(=O)CSc2ccsc2[N+](=O)[O-])cc1	4%	?	-3	-4%	4%	11%	1	2	-4	6%
O=C(NCCCN1CCOCC1)c1cc(-c2ccc(Br)cc2)on1	-7%	-4%	9	-7%	nt	?	4	16	29	-1%
Cc1cc(C)nc(SCCC(=O)Nc2ccc(F)cc2)n1	-5%	-1%	0	2%	3%	22%	0	8	1	2%
COc1cccc(-c2nc(CS(=O)(=O)CC(=O)NCc3ccc(Cl)cc3)c(C)o2)c1	-5%	-4%	-5	-1%	-1%	11%	-1	-8	?	0%
O=C(N1CCCCC1)N1CCN(C(c2ccccc2)c2ccccc2)CC1	?	-4%	-9	-2%	4%	3%	5	-4	?	0%
Cc1cnc(NC(=O)Cc2ccccc2Cl)s1	-7%	13%	-11	3%	5%	5%	-3	5	3	-1%
COc1ccc(Cn2c(C)nnc2-c2cnn(C)c2N)cc1	7%	-4%	-9	-1%	-2%	?	0	5	-8	0%
O=C1CC(SC(=Nc2ccccc2)Nc2ccccc2)C(=O)N1c1ccc(Cl)cc1 (stereo not given)	9%	-6%	4	-15%	-10%	-4%	-8	8	10	1%
O=C(COC(=O)c1ccc(Br)o1)Nc1cccc(S(=O)(=O)N2CCOCC2)c1	nt	nt	-2	-3%	7%	20%	nt	-4	nt	nt
COc1cc(Nc2nc3c(N)cc(C(F)(F)F)cc3nc2-c2ccccc2)cc(OC)c1OC	nt	nt	-20	-22%	nt	8%	nt	-9	nt	nt
O=C(NNC(=S)NC(=O)c1cccc([N+](=O)[O-])c1)c1ccc(Br)cc1	-7%	14%	-10	-4%	8%	-14%	1	-7	1	3%
COC(=O)CCC(=O)OC1(C)C(=O)C=C2C=C(C3CC3)N(c3cccc(C#N)c3)C=C2C1=O (stereo not given)	4%	11%	-13	172%[activator]	3%	30%	-32*!	1	2	0%
(listing goes on)
SMILES	MLL CXXC-DNA inh	MBNL1 CUG block	KCNH2 3.1 block	ASM inhibitor	A-T KAP1 phos	Integrin act MD	Coupling enz	hERG WT inh	TRPV1 ag	GALK inhibitor
COc1ccc(/C=N/N=C/c2c[nH]c(=O)c(C#N)c2Nc2ccccc2)cc1	-5%	10%	2	0%	-6%	15%	1	4	-3	nt
Cc1cc(=O)[nH]c(N2CCN(Cc3ccccc3)CC2)n1	6%	5%	-11	1%	0%	6%	2	15	?	1%
COc1ccc(NC(=O)c2cccc([N+](=O)[O-])c2)cc1	-5%	?	0	-2%	0%	0%	2	-4	4	-3%
N#Cc1ccc(-c2ccc(OCC(=O)NCC(=O)Nc3ccc(F)c(F)c3F)cc2)cc1	-1%	nt	-9	-2%	5%	17%	2	5	5	1%
CC(C)Cn1c(N)c(C(=O)CSc2nnc(C3CC3)n2C2CC2)c(=O)n(C)c1=O	nt	nt	10	nt	-3%	12%	nt	4	-2	nt
COc1ccc(C(C(=O)NCC2CCCO2)N(Cc2ccccc2)C(=O)CNC(=O)c2ccco2)cc1OC (stereo not given)	0%	-4%	2	-3%	-6%	-4%	2	-6	12	0%
O=C(COC(=O)C1=Cc2ccccc2OC1)NCc1ccccc1	nt	nt	11	5%	-6%	-4%	nt	-6	24	nt
Cc1ccc(S(=O)(=O)Oc2ccc(/C=C(/NC(=O)c3ccccc3)C(=O)NCCCC(=O)O)cc2)cc1	7%	1%	-5	8%	1%	-6%	2	-1	-6	-2%
Clc1ccc(OCc2nc(-c3ccncc3)no2)c(Br)c1	-7%	8%	-9	0%	9%	-19%	0	-13	10	-3%
COc1ccc(CC(=O)NC(C)CCc2ccccc2)cc1 (stereo not given)	0%	9%	-6	-4%	3%	6%	3	-9	?	-2%
COc1ccc(NC(=O)CN2CCC(Cc3ccccc3)CC2)cc1S(=O)(=O)N1CCOCC1	2%	9%	0	5%	-3%	10%	3	13	3	-2%
Cc1csc(=O)n1CCC(=O)OC(C)C(=O)Nc1ccc(N2CCOCC2)cc1 (stereo not given)	nt	nt	-31	4%	9%	26%	nt	13	-2	nt
COc1ccc2occ(C(=O)c3ccc(N=C(C)N(C)C)cc3)c2c1	-3%	-2%	-6	14%	nt	-42%	2	8	5	4%
CCn1c(CC(=O)Nc2ccccc2)nnc1SCC(=O)Nc1ccccc1C(=O)OC	-2%	4%	12	-2%	5%	17%	4	-23	1	-1%
OCCOc1ccc(CN2CCN(CCCc3ccccc3)C(CCO)C2)cc1 (stereo not given)	-7%	3%	-2	3%	4%	15%	5	5	-1	0%
C=CCN(c1ccccc1C(=O)O)S(=O)(=O)c1ccc(C)cc1	-7%	-3%	25	3%	6%	-1%	-1	1	-2	2%
CC1=CN2C(=NC(=O)CC2(C)C(=O)N(CC(=O)NC2CCCC2)Cc2ccccc2)C=C1 (stereo not given)	-1%	8%	12	209%[activator]	2%	-10%	1	-8	-2	-2%
O=S(=O)(NC1=NCCCCC1)c1ccccc1Cl	0%	4%	7	6%	35%	-1%	0	-6	1	1%
O=C(CSc1cc(Cl)ccc1Cl)NC1CCCc2ccccc21 (stereo not given)	-7%	nt	22	-7%	-2%	13%	1	3	4	1%
O=C(NN1CCOCC1)c1sc2cccc(F)c2c1Cl	17%	2%	-3	13%	4%	1%	-2	2	-8	1%
O=C(NCc1ccccc1Cl)c1cc(C(=O)C2CC2)c[nH]1	-8%	-5%	14	1%	10%	?	0	-8	0	5%
Cc1ccccc1N=Nc1c(C)[nH]n(-c2ccccc2)c1=O	9%	4%	10	-3%	1%	22%	3	0	4	12%
C/C(CC(=O)Nc1ccc(Cl)c(Cl)c1)=N\NC(N)=S	-2%	-2%	-16	-4%	1%	4%	-3	2	1	-2%
O=C1[C@H]2CCCC[C@H]2C(=O)N1CCCCN1CCN(c2nsc3ccccc23)CC1	5%	nt	-16	-6%	nt	nt	nt	44	nt	nt
NS(=O)(=O)c1ccc(NC(=S)N2CCN(Cc3ccc(Cl)c(Cl)c3)CC2)cc1	-5%	2%	13	-5%	5%	2%	1	-7	2	-2%
CCOC(=O)N1CCN(C(=O)CCCN2C(=O)CSc3nc(C)cc(C)c32)CC1	2%	14%	-1	0%	18%	-9%	-3	1	-5	-2%
CCN(CC)C(=O)Cn1cc(C(=O)C(=O)NCCCn2ccnc2)c2ccccc21	-5%	8%	-1	8%	-1%	9%	2	-26	-4	1%
O=c1c2ccccc2c2ccccc2c(=O)n1CC1CCCO1 (stereo not given)	0%	-7%	-1	-1%	4%	5%	1	2	-2	2%
CN(C)c1nc(-c2ccccc2)c2cc(Cl)ccc2n1	10%	9%	22	0%	29%	0%	2	0	4	-9%

The order is random; any-hit rate near 2%.
